A549 tox: counter-screen for Nrf2 inhibitors: cytotoxicity in A549 cells. A549 ARE-Fluc cells, CellTiter-Fluor viability, 18-24 h. Potency, µM (top dose mostly 46 µM), for the others: top-dose activity change, negative = cytotoxicity, hits mostly inhibitors. actives 0.16% (n = 390,000). AID 504648; also: potency is read from the fitted curve at half-maximal effect; % is scaled to controls: 0 for no effect and ±100 for the full control effect
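Cytotoxicity counterscreen: CellTiter-Fluor fluorescence was measured in A549 ARE_Fluc cells after 18-24 h of compound exposure in a concentration series. The subsequent BugLite luminescent read reports ARE-luciferase activity.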
ATXN viability: cell viability loss in ATXN counter-screen. actives 0.49% (n = 400,000). S2 cells (HEK-293 line with an ATXN2-luciferase reporter) viability, CellTiter-Fluor protease fluorescence, 24 h. Potency, µM (series often up to 56.7 µM), hits mostly cytotoxic; also: potency is read from the fitted curve at half-maximal effect; nearly all actives have a fitted effect of over 40% in size
HepG2 tox: counter-screen for TGF-b inhibitors: cytotoxicity in HepG2 cells | Potency, µM (titrated, usually from 46.1 µM), inactives show at the highest dose activity change, negative = cytotoxicity, hits mostly cytotoxic | actives 0.76% (n = 410,000) | HepG2 CAGA-GFP viability, ATP luminescence, 18 h; also: potency is read from the fitted curve at half-maximal effect; some results filed as inactive show a strong effect at the top dose
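HepG2 CAGA-GFP cells (1000/well, DMEM with 1% FBS) received compound, then TGF-beta at 500 pg/mL final, and were incubated 18 hours at 37 degrees C. Viability was read by CellTiter-Glo luminescence. Media-only wells were set as complete cell-killing and DMSO as no toxicity.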
Nrf2 block: inhibitors of Nrf2 signaling; Potency, µM (top dose mostly 46 µM), for inactives: at the top dose activity change, negative = inhibition, most hits filed as inhibitors; A549 ARE-Fluc reporter, luciferase luminescence, 18-24 h; actives 2.1% (n = 360,000); also: potency is read from the fitted curve at half-maximal effect; % is scaled to controls: 0 for no effect and ±100 for the full control effect; nearly all actives have a fitted effect of over 60% in size
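Quantitative HTS in A549 cells stably bearing an antioxidant response element-firefly luciferase construct. Inhibition of Nrf2-driven transcription was scored by luminescence after 18-24 h of compound exposure at 37 °C.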
IL1B secr inh: inflammasome signaling inhibition, IL-1 beta readout. AID 743279. THP-1 LPS/ATP IL-1B secretion, AlphaLISA, 16 h; stronger effect = lower value. activity change, % at 57.5 µM. actives 4.7% (n = 360,000); in the data active = activity change below about -50%; inconclusive = mostly about -30% to -49%; also: % is scaled to controls: 0 for no effect and ±100 for the full control effect
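THP-1 cells pretreated 1 hr with compounds (up to 57.5 uM final), then stimulated with LPS (250 ng/mL final) plus ATP (1.25 mM final); secreted IL-1B measured by AlphaLISA after 16 hr, decreased signal indicating inhibition.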
ATXN2 expr inh: ATXN2 expression inhibition; HEK-293 ATXN2-luciferase reporter, luminescence, 24 h; Potency, µM (doses to about 57 µM), without a hit: top-dose activity change, negative = inhibition, most hits filed as inhibitors; actives 0.72% (n = 360,000); AID 1745845; also: potency is read from the fitted curve at half-maximal effect; % is scaled to controls: 0 for no effect and ±100 for the full control effect; nearly all actives have a fitted effect of over 55% in size
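qHTS (up to 57 uM final) was run with 24 h compound exposure of reporter cells at 37 °C. Each well was multiplexed: SteadyGlo luminescence measured ATXN2-luciferase expression after a fluorogenic Gly-Phe-AFC viability readout (25 uM final).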
MCF10A rereplic: DNA re-replication induction in MCF 10a cells; Potency, µM (series often up to 46.1 µM), for inactives: at the top dose activity, positive = re-replication, actives largely listed as activators; MCF 10A DNA re-replication, Hoechst nuclear intensity, 48 h; actives 2.9% (n = 350,000); also: potency is read from the fitted curve at half-maximal effect; % of control where 0% means no effect; nearly all actives have a fitted effect of over 50% in size
TGFb SMAD3 inh: blocks TGF-b signaling | Potency, µM (titrated, usually from 46.1 µM), inactives show top-dose activity, negative = inhibition, hits mostly inhibitors | actives 1.2% (n = 410,000) | HepG2 CAGA-GFP TGF-b/SMAD3 reporter, GFP fluorescence, 18 h; TGF-beta stimulated, 500 pg/mL final; also: potency is read from the fitted curve at half-maximal effect; % is scaled to controls: 0 for no effect and ±100 for the full control effect; nearly all actives have a fitted effect of over 65% in size
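GFP signal (ex488/em500-530) from TGF-beta-stimulated HEPG2 CAGA-GFP cells, 500 pg/mL final, 18 h at 37 degrees C in DMEM plus 1% FBS, normalized to unstimulated and DMSO-stimulated controls.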
Nrf2 activator: Nrf2 pathway activation | AREc32 ARE-luciferase reporter (MCF7-derived line), luminescence, 24 h | Potency, µM (series often up to 46.1 µM), inactives show at the highest dose activation, hits mostly activators | actives 0.31% (n = 410,000) | AID 624171; also: potency is read from the fitted curve at half-maximal effect; % of control where 0% means no effect; nearly all actives have a fitted effect of over 65% in size
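For detection, Steady-Glo was added and plates sat 30 min at RT; before that, AREc32_Fluc cells grown overnight in OPTI-MEM/5% FBS had been treated with 23 nL compound for 24 hr at 37 deg C.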
Active calls of the source: *; i = inactive; ? = inconclusive; . = no result given; & = joins results of further samples; [ ] = dose if it differs, or a comment. Unless noted, calls follow the shape of the dose curve; as a rule, active = well fitted curve in the direction sought with a large enough effect; inconclusive = small, poorly fitted or top-dose-only effect, or another doubt; inactive = no such curve, though single readings can be large; an effect the other way counts as inactive or inconclusive. Rows are unselected; any-hit rate near 8.8%.

The line under a structure holds: ATXN viability, Nrf2 block, MCF10A rereplic, IL1B secr inh, A549 tox, HepG2 tox, Nrf2 activator, ATXN2 expr inh, TGFb SMAD3 inh
> Cc1[nH]c2ccccc2c1C(=O)COC(=O)Cn1c(C(F)(F)F)nc2ccccc21
 : i, 3.0%, 16.4%, -4.8, -0.4%, -15.4%, 3.2%, 4.4%, 0.0%
> O=C(COC(=O)C1=COCCO1)Nc1ccccc1
 : i, 29.4%, -19.1%, 5.9, 6.3%, 6.4%, 2.5%, 8.0%, -0.8%
> Cc1c(CCOC(=O)CC23CC4CC(CC(C)(C4)C2)C3)sc[n+]1CC(=O)c1ccccc1
 : ?, -0.2%, ?, -80.5*, ?, -101.7%, -5.9%, ?, ?
> O=C(Nc1nc2ccccc2s1)c1ccc(N2CCCCC2)c([N+](=O)[O-])c1
 : ?, -14.4%, 6.0%, -10.6, -6.6%, 0.6%, 0.4%, 0.3%, -10.9%
> O=C(CCC1N=C2c3ccccc3N=C(SCc3ccc(F)cc3)N2C1=O)NCc1cccs1 (stereo not given)
 : ., ., ., ., 3.0%, -1.3%, 2.5%, ., 153.2%[activator]
> Cc1nc2c(=O)[nH]c(=S)[nH]c2[nH]c1=O
 : i, 8.0%, -2.4%, 4.4, 0.9%, 1.5%, 0.3%, 0.0%, 0.0%
> NC(=O)C1CCN(C(=O)COc2ccc(Nc3ccccc3)cc2)CC1
 : i, 1.8%, 2.9%, 20.3, 9.5%, 3.3%, -1.0%, ., -10.7%
> O=C(O)Cn1cnc2c(OCc3ccccc3)ncnc21
 : i, -2.4%, ?, 15.2, 2.3%, 0.5%, -1.3%, 5.5%, -6.1%
> CC1CCCC(C)N1C(=O)CN1C(=O)NC2(CCOc3ccccc32)C1=O (stereo not given)
 : i, ?, -10.2%, 23.9, -5.6%, 9.3%, 0.1%, 9.2%, 2.1%
> Cc1ccc(C(=O)COC(=O)CN2C(=O)C3C4C=CC(C4)C3C2=O)cc1[N+](=O)[O-] (stereo not given)
 : ?, -5.0%, -7.9%, -2.8, 1.8%, 2.3%, 0.3%, 0.0%, 1.7%
> Cc1sc(NC(=O)COc2ccc(C(C)(C)C)cc2)c(C(=O)OC(C)C)c1C
 : ., -2.8%, ., ., -1.1%, -0.4%, 0.3%, ., -25.2%
> C(#Cc1ccc2c(c1)COc1c3ccccc3nn1-2)c1ccccc1
 : i, ?, ?, 21.1, 9.6%, -19.9%, 16.0%, 46.2%[activator], -14.4%
> O=C(CN1CCN(c2ccc([N+](=O)[O-])cc2)CC1)c1ccccc1
 : i, 2.2%, -11.8%, 46.8, -14.7%, 9.6%, 2.9%, -1.5%, -28.0%
> O=C(CSc1nnc2ccccn12)Nc1ccc(N2CCOCC2)cc1
 : i, 1.1%, 1.2%, -18.3, 4.2%, -21.0%, -0.5%, -1.6%, 24.9%
> CCOC(=O)c1c(C)[nH]c(C)c1S(=O)(=O)NCC(=O)NCc1ccc(C)cc1
 : i, ?, ., ., 1.9%, 4.1%, 0.5%, -4.2%, -15.0%
> COc1cccc(/C=C/c2nc(C#N)c(NCCc3ccccc3)o2)c1
 : ., 10.7%, ., ., 16.2%, -9.8%, -0.5%, ., -1.7%
> O=C(c1ccco1)N1c2ccccc2Sc2ccccc21
 : i, 8.6%, 26.2%, -50.2*, 5.7%, -5.5%, -0.3%, -9.2%, -2.0%
> Cc1ccsc1/C=N/n1c(C2CCCCC2)n[nH]c1=S
 : i, -22.4%, 11.3%, -4.3, -2.0%, -37.5%, 5.6%, -12.7%, 0.3%
> COc1ccc(S(=O)(=O)N(C)CC(=O)Nc2ccccc2SC)cc1
 : i, -26.9%, 4.6%, -6.8, -2.1%, -16.3%, -0.6%, -4.5%, -2.0%
> O=C(NCC1COc2ccccc2O1)c1cccc(S(=O)(=O)NCc2ccccc2)c1 (stereo not given)
 : i, ?, 4.8%, -24.5, 1.6%, -25.9%, 1.4%, -0.5%, -11.6%
> COc1ncnc2c1ncn2CCCN[C@H](C)c1cccc2ccccc12
 : i, ., ., -9.7, ., -3.4%, -0.7%, 1.1%, 11.9%
> O=C(CSc1nnc(-c2ccccc2)o1)c1ccc2c(c1)OCCO2
 : i, ., 3.0%, 20.0, 18.6%, 11.2%, 0.1%, -10.2%, -11.2%
> CC(=O)c1ccc(OCc2ccc(Oc3c(Cl)cccc3[N+](=O)[O-])cc2)cc1
 : i, -21.8%, -25.2%, 0.0, -3.4%, 3.7%, -0.7%, 8.0%, ?
> Cc1cc(C)c(N(CC(=O)NCc2ccccc2)C(=O)c2csnn2)c(C)c1
 : i, -15.0%, -5.3%, -7.0, -14.9%, -14.0%, 0.3%, -2.7%, 5.4%
> Cc1ccc(C)c(Cn2c(=O)cc(C(F)(F)F)c3c(C)nn(C)c32)c1
 : i, -28.1%, ., ., 16.7%, -13.6%, 0.5%, 3.9%, 3.9%
> CN(C(=O)CSc1nnc(-c2ccco2)o1)C1CCCCC1
 : i, ?, 1.2%, 3.2, 4.3%, -5.3%, 4.7%, 12.1%, 9.5%
> CC(C(=O)O/N=C(\N)c1ccccn1)c1ccc([N+](=O)[O-])cc1 (stereo not given)
 : i, ?, -12.0%, 12.9, 0.2%, 3.0%, 2.1%, 21.5%, 6.9%
> COC[C@H]1CCCN1c1ccc2c(c1)O[C@@H](COCc1ccccc1)CN([C@@H](C)c1ccccc1)S2(=O)=O
 : i, ., ., 5.0, ., ., -0.7%, -6.7%, .
> O=c1cnnc(N/N=C/c2ccccn2)[nH]1
 : ?, ?, ?, 186.8, -19.9%, -24.2%, 0.8%, 1.78µM*, -29.8%
> c1ccc2c(c1)Sc1ccccc1-n1cnnc1-2
 : i, -8.9%, -5.2%, -9.7, 3.1%, 3.1%, 0.4%, 2.1%, -6.1%

IL1B secr inh: entries above that show a hit
Structure | Nrf2 block | IL1B secr inh | Nrf2 activator
Cc1c(CCOC(=O)CC23CC4CC(CC(C)(C4)C2)C3)sc[n+]1CC(=O)c1ccccc1 | -0.2% | -80.5* | -5.9%
O=C(c1ccco1)N1c2ccccc2Sc2ccccc21 | 8.6% | -50.2* | -0.3%

Full records as entered above. Values in the order: ATXN viability	Nrf2 block	MCF10A rereplic	IL1B secr inh	A549 tox	HepG2 tox	Nrf2 activator	ATXN2 expr inh	TGFb SMAD3 inh
CC(=O)c1ccc(OCc2ccc(Oc3c(Cl)cccc3[N+](=O)[O-])cc2)cc1 in the list: i	-21.8%	-25.2%	0.0	-3.4%	3.7%	-0.7%	8.0%	?
Cc1ccc(C)c(Cn2c(=O)cc(C(F)(F)F)c3c(C)nn(C)c32)c1 in the list: i	-28.1%	.	.	16.7%	-13.6%	0.5%	3.9%	3.9%

Later entries.
The line under a structure holds: ATXN viability, Nrf2 block, MCF10A rereplic, IL1B secr inh, A549 tox, HepG2 tox, Nrf2 activator, ATXN2 expr inh, TGFb SMAD3 inh
> Cc1cc(N2CCN(C)CC2)nc2ccc(NC(=O)Nc3cccc(Cl)c3)cc12
 : ., -17.5%, ., ., ?, -107.0%, 4.0%, ?, ?
> COc1cccc(-n2cc(C(=O)Nc3ccccc3C(N)=O)c3ccccc3c2=O)c1
 : ., -11.6%, ., ., -11.0%, -19.3%, 11.6%, ., -24.1%
> CCn1c(CNC(=O)c2ccc(OC)cc2)nnc1SCC(=O)Nc1ccccc1
 : i, -19.2%, ., ., 2.0%, 1.2%, -1.0%, 1.9%, ?
> O=C1CCN(CCc2ccccc2)CCN1[C@H](CSc1ccccc1)c1ccccc1
 : ?, 7.0%, 1.0%, 25.1, -5.6%, -19.8%&-26.2%, 4.3%, 3.1%, ?
> O=C(CBr)c1ccc([N+](=O)[O-])c(CS(=O)(=O)c2ccc(Cl)cc2)c1
 : ?, -14.0%, ?, -7.0, -9.6%, -23.3%, 9.5%, ., ?
> Cc1nc(-c2ccccc2)sc1C1(C)CC(c2ccc(OC(F)(F)F)cc2)=NO1 (stereo not given)
 : i, 18.3%, -2.2%, 16.8, 3.9%, -27.2%, 5.3%, 6.2%, -14.3%
> C/C(=N\Nc1ccc(S(=O)(=O)Nc2ccc(Cl)cc2)cc1[N+](=O)[O-])c1ccc(N2CCOCC2)cc1
 : ?, -10.7%, 9.5%, -6.6, -19.7%, 11.9%, 1.9%, -20.5%, 26.4%
> Cc1cc(C(=O)Nc2ccccc2C)c2ccccc2n1
 : i, -1.7%, -12.6%, 2.0, -1.6%, 3.7%, 0.0%[9.22 µM], -1.6%, -0.1%
> O=C(Nc1cccc2cccnc12)c1ccc2sc([C@H]3C[C@H](O)[C@@H](CO)O3)nc2c1
 : i, ., ., ?, ., -5.7%, 3.3%, -21.2%, 1.5%
> O=C(NC(Cc1c[nH]c2ccccc12)C(=O)O)OCC1c2ccccc2-c2ccccc21 (stereo not given)
 : i, ., ., 52.5, ., 5.0%, -0.7%, 13.2%, -3.3%
> COc1cc(CN2CCC(C(=O)NCCC(C)C)CC2)ccc1OCc1ccccc1
 : i, 23.6%, -2.9%, ?, -8.5%, -24.5%, 7.2%, 9.7%, -12.5%
> O=[N+]([O-])c1cccnc1NCCNc1ncc(C(F)(F)F)cc1Cl
 : i, ?, ?, -13.4, -5.4%, -10.9%, 9.4%, 40.3%[activator], 4.9%
> Nc1nnn(CC(=O)N/N=C/c2cccc(Cl)c2)n1
 : i, 5.0%, -11.4%, -2.8, 1.3%, 12.9%, 0.2%, -0.5%, -1.3%
> O=C(CCCN1C(=O)c2cccnc2Oc2ccc(Cl)cc21)NCc1ccccc1F
 : ., -26.9%, ., ., -3.0%, -25.4%, 0.0%, ., 0.0%
> Cn1c(NC(=O)/C=C\c2ccccc2)cc(=O)n(C)c1=O
 : i, ?, 1.8%, 5.1, 2.9%, 14.4%, 11.2µM*, 34.7%[11.3 µM], 0.4%
> CCOCc1nnc(NC(=O)c2ccc(OC)cc2)s1
 : i, 4.1%, -0.2%, -8.3, -3.7%, -18.0%, 3.6%, 32.9%[activator], -3.0%
